Assay outcomes as filed in PubChem BioAssay.
Rv3671c protease: Rv3671c (M. tuberculosis) protease inhibition | inhibition, % at 5.96 µM | P9WHR9 | 0.048% of 320,000 active; in the data active = inhibition above about 38%;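 also: extracellular domain of Rv3671c used as enzyme; 0% = enzyme with DMSO and 100% = no enzyme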
Target sequence (P9WHR9 whole entry, looked up, the tested form may be a part): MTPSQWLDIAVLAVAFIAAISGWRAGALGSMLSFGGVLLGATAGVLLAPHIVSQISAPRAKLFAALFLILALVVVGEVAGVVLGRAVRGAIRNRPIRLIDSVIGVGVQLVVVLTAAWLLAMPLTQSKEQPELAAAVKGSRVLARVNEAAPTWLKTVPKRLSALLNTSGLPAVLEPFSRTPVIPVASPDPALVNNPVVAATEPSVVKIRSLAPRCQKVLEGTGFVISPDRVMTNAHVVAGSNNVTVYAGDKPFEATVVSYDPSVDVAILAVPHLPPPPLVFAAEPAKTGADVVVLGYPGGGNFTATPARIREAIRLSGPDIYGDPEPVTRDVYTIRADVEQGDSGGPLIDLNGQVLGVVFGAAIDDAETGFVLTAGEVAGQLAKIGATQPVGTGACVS
TcdB inh: TcdB glycohydrolase inhibition; P18177; TcdB glycohydrolase enzymatic assay, plate reader; inhibition, % at 9.99 µM; 0.24% of 350,000 active; in the data active = inhibition above about 10%
Y pestis TopoI: inhibitors of Yersinia pestis topoisomerase I; Y. pestis Topo-I cleavage product accumulation, plate reader; activity, % at 10 µM; 0.064% of 360,000 active; AID 504884; in the data active = activity above about 50%, passing the limit was not always enough; also: inactives centre near 2
PrPC surface inh: inhibitors of human cell surface prion protein PrPC; TR-FRET read-out; inhibition, % at 13.8 µM; 0.43% of 370,000 active; in the data active = inhibition above about 24%; also: 0% = median of the test wells and 100% = reference compound wells
CCHF vOTU inh: blocks the CCHF virus ovarian tumor domain protease; 0.55% of 370,000 active; CCHFV vOTU protease, Pep-AMC fluorescence; inhibition, % at 11.5 µM; AID 651958; in the data active = inhibition above about 30%; also: 0% = vehicle wells with enzyme and 100% = no enzyme wells
MazEF act: MazEF (E. coli) toxin RNase activation; FAM/BHQ RNA-DNA oligo cleavage fluorescence, 5 h; activation, % at 20 µM; 0.32% of 350,000 active; AID 504720; in the data active = activation above about 50%
Target sequence (P0AE70 whole entry, looked up): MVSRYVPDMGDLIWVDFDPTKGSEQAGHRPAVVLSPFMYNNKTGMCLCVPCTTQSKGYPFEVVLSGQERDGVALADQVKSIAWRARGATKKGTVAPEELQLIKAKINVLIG
3CLpro inhibitor: SARS-CoV 3CLpro protease inhibition; P0C6X7; recombinant SARS-CoV 3CLpro, quenched FRET peptide cleavage; inhibition, % at 6 µM; 0.14% of 290,000 active; AID 1706; in the data active = inhibition above about 12%
DUSP3 inh: DUSP3 (human) phosphatase inhibition; inhibition, % at 13.3 µM; 0.52% of 290,000 active; recombinant VHR phosphatase, pNPP absorbance; in the data active = inhibition above about 50%; also: some compounds called inactive have numbers as strong as hits
Target sequence (P51452 whole entry, looked up): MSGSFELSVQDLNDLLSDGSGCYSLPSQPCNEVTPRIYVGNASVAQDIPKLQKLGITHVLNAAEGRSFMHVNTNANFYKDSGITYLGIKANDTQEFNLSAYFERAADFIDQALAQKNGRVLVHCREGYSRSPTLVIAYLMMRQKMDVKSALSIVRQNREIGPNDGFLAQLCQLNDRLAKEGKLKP
Vc quorum ag: quorum light induction in luxS cqsA deficient V. cholerae; V. cholerae BH1578 lux reporter, luminescence, 6 h; activation, % at 18.7 µM; 0.16% of 350,000 active; in the data active = activation mostly above about 9.7%, no sharp cut-off; also: not every result past the cut was called active; inactives centre near 0; reference of the scale not given here
SSB-PriA inh: inhibitors of Klebsiella pneumoniae PriA binding to SSB C-terminal tail | inhibition, % at 33 µM | AlphaScreen SSBct-PriA binding, biotinylated peptide | 0.6% of 430,000 active; in the data active = inhibition mostly above about 37%, no sharp cut-off; inactive = mostly below about 20%;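 also: plate controls were negative control peptide for no effect and reference peptide for full effect; strong numbers were not always called active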
Starred values were filed as active, the others as inactive; i = inactive; · = not tested or not shown. These rows are one share of the data (hit frequency here may not be typical).

| entry | structure | Rv3671c protease | TcdB inh | Y pestis TopoI | PrPC surface inh | CCHF vOTU inh |
| --- | --- | --- | --- | --- | --- | --- |
| 1 | Cc1c(NC(=O)c2ccc(Cl)c(S(=O)(=O)N3CCOCC3)c2)c(=O)n(-c2ccccc2)n1C | -5 | · | -2 | 0 | -14 |
| 2 | COc1cccc(NC(=O)C2Cc3ccccc3CN2C(=O)c2ccco2)c1 (configuration not stated) | 4 | 2.3 | 16 | 0 | 4 |
| 3 | COc1cccc(/C=N/Nc2nc3ccccc3[nH]2)c1O | 8 | 0.1 | -14 | -1 | 15 |
| 4 | CC(=O)Oc1c(Cl)cc(Cl)cc1/C=C/c1ccc2ccccc2n1 | -9 | · | 6 | 5 | -7 |
| 5 | COc1cccc(CNS(=O)(=O)c2c(C(=O)N3CCCCCC3)c(C)n(C)c2C)c1 | -5 | 0.1 | 4 | 9 | -5 |
| 6 | COc1ccc(/C=C/C(=O)Nc2nc(N)n(-c3ccccc3)n2)cc1 | 5 | · | 4 | -7 | 23 |
| 7 | O=C(CNC(=O)c1cc2c(n(-c3ccccc3)c1=O)CCCC2=O)c1ccccc1 | -6 | -0.7 | 13 | -5 | 11 |
| 8 | NC(=O)c1cc(S(=O)(=O)N2CCOCC2)ccc1N1CCCC1 | 0 | -1.6 | 4 | -3 | 7 |
| 9 | CCOCCCNC(=S)N(CCO)Cc1cc2cc3c(cc2[nH]c1=O)OCCO3 | -1 | 0.7 | 6 | 1 | -10 |
| 10 | COC(=O)C1=C(c2ccc(OC)c(OC)c2)C[C@@H]2CC[C@H]1N2C(=O)N1CCCC1 | 3 | 3.5 | -5 | 1 | -1 |
| 11 | O=C(CN1CCCCC1)Nc1ccc(S(=O)(=O)N2CCCCCC2)cc1 | 6 | · | 5 | 2 | -12 |
| 12 | Nn1c(SCC(=O)Nc2ccc3c(c2)OCCO3)nnc1C(F)(F)F | -3 | · | 2 | 2 | -12 |

| entry | MazEF act | 3CLpro inhibitor | DUSP3 inh | Vc quorum ag | SSB-PriA inh |
| --- | --- | --- | --- | --- | --- |
| 1 | 2 | 0 | 4 | -0.2 | -2 |
| 2 | 2 | 7 | -12 | i | -22 |
| 3 | -11 | 1 | 24 | -0.2 | · |
| 4 | 11 | 1 | 6 | -12 | -2 |
| 5 | 7 | 4 | 9 | -0.2 | 4 |
| 6 | 9 | -2 | 2 | -2.6 | -11 |
| 7 | -10 | -1 | 2 | -0.3 | 15 |
| 8 | 1 | -2 | 34 | · | -13 |
| 9 | 9 | -10 | 50* | -0.1 | -14 |
| 10 | -14 | · | · | i | 0 |
| 11 | 4 | -1 | 14 | -0.4 | -6 |
| 12 | 2 | -1 | -5 | i | -3 |

Shown as labelled records: 2 of the compounds above.
7) O=C(CNC(=O)c1cc2c(n(-c3ccccc3)c1=O)CCCC2=O)c1ccccc1
  Rv3671c protease: -6; TcdB inh: -0.7; Y pestis TopoI: 13; PrPC surface inh: -5; CCHF vOTU inh: 11; MazEF act: -10; 3CLpro inhibitor: -1; DUSP3 inh: 2; Vc quorum ag: -0.3; SSB-PriA inh: 15
12) Nn1c(SCC(=O)Nc2ccc3c(c2)OCCO3)nnc1C(F)(F)F
  Rv3671c protease: -3; TcdB inh: ·; Y pestis TopoI: 2; PrPC surface inh: 2; CCHF vOTU inh: -12; MazEF act: 2; 3CLpro inhibitor: -1; DUSP3 inh: -5; Vc quorum ag: i; SSB-PriA inh: -3

(continued)
| entry | structure | Rv3671c protease | TcdB inh | Y pestis TopoI | PrPC surface inh | CCHF vOTU inh |
| --- | --- | --- | --- | --- | --- | --- |
| 13 | COc1ccc(NC2=CC(c3ccc(OC)c(OC)c3)N(c3ccc(OC)cc3)C2=O)cc1 (configuration not stated) | -10 | -0.1 | 25 | -3 | -5 |
| 14 | COC(=O)CCc1c[nH]c2ccc([N+](=O)[O-])cc12 | · | 4.0 | 10 | -7 | 7 |
| 15 | S=C(Nc1cc(Cl)ccc1Oc1ccccc1)N1CCN(c2ccccn2)CC1 | · | 0.1 | -4 | -1 | 8 |
| 16 | COC1=NS(=O)(=O)c2ccccc21 | -1 | -0.6 | 5 | 3 | 7 |
| 17 | [O-]/[N+](=C\c1ccncc1)c1ccc(Br)cc1 | -5 | · | -15 | · | · |
| 18 | Cc1cc(-n2c(C)cc(C(=O)CSc3nc(N)cc(=O)[nH]3)c2C)no1 | 8 | 2.3 | 7 | 18 | -3 |
| 19 | CN1CCN(S(=O)(=O)c2cccc(C(=O)Oc3cccc(C#N)c3)c2)CC1 | 0 | 2.1 | -10 | 0 | -4 |
| 20 | CN(C)CCN(C(=O)c1ccc2c(c1)OCCO2)c1nc2ccc(Cl)cc2s1 | 3 | 1.1 | 6 | -3 | -2 |
| 21 | CN=c1nc(-c2ccccc2)n(-c2ccccc2)s1 | 3 | 2.2 | 16 | -7 | -1 |
| 22 | COc1cc(Nc2cc(C)nc3ncnn23)cc(OC)c1OC | 0 | 0.7 | -7 | -4 | 0 |
| 23 | N#Cc1c(NC(=O)c2ccc(Cn3cc(Br)cn3)o2)sc2c1CCCCC2 | -20 | · | 30 | -4 | 7 |
| 24 | COC(=O)/C(=C/c1ccc(F)cc1)NC(C)=O | 1 | · | 5 | 6 | 0 |

| entry | MazEF act | 3CLpro inhibitor | DUSP3 inh | Vc quorum ag | SSB-PriA inh |
| --- | --- | --- | --- | --- | --- |
| 13 | 2 | -2 | 43 | -0.5 | 11 |
| 14 | 6 | · | · | i | -6 |
| 15 | 2 | -4 | 6 | -0.6 | 6 |
| 16 | 1 | 3 | -2 | -0.2 | -22 |
| 17 | 2 | -1 | -11 | 3.3 | 0 |
| 18 | -8 | 2 | 44 | -0.2 | -1 |
| 19 | 0 | · | · | i | 1 |
| 20 | 14 | 2 | -12 | i | 23 |
| 21 | -17 | · | · | i | 2 |
| 22 | 3 | -3 | -2 | -0.2 | -12 |
| 23 | -1 | 3 | 13 | i | -17 |
| 24 | 10 | 4 | 22 | -0.4 | -3 |

Remaining list, next part:
| entry | structure | Rv3671c protease | TcdB inh | Y pestis TopoI | PrPC surface inh | CCHF vOTU inh |
| --- | --- | --- | --- | --- | --- | --- |
| 25 | Cc1cc(C)n2nc(C(=O)N(C)C(c3ccccc3)c3ccccc3)nc2n1 | 6 | 0.5 | 26 | 8 | -9 |
| 26 | CCOC(=O)Cn1c(=O)oc2cc(S(=O)(=O)N(CCN(C)C)Cc3ccccc3)ccc21 | 0 | · | -3 | 5 | 0 |
| 27 | Fc1ccc(-c2csc(NC(=S)Nc3ccccc3)n2)cc1 | 0 | 0.0 | -4 | 12 | -1 |
| 28 | CC(C)NC(=O)NC(=O)COC(=O)/C=C/c1ccc2c(c1)OCO2 | -2 | -0.7 | 1 | -2 | 0 |

| entry | MazEF act | 3CLpro inhibitor | DUSP3 inh | Vc quorum ag | SSB-PriA inh |
| --- | --- | --- | --- | --- | --- |
| 25 | 1 | 0 | 4 | -0.3 | -10 |
| 26 | -4 | 5 | 15 | -0.4 | -7 |
| 27 | -4 | 1 | 14 | i | -1 |
| 28 | 5 | 0 | 15 | -0.1 | 4 |

An excerpt from above in order of SMILES length, rising:
| entry | structure | Rv3671c protease | TcdB inh | Y pestis TopoI | PrPC surface inh | CCHF vOTU inh |
| --- | --- | --- | --- | --- | --- | --- |
| 22 | COc1cc(Nc2cc(C)nc3ncnn23)cc(OC)c1OC | 0 | 0.7 | -7 | -4 | 0 |
| 28 | CC(C)NC(=O)NC(=O)COC(=O)/C=C/c1ccc2c(c1)OCO2 | -2 | -0.7 | 1 | -2 | 0 |
| 23 | N#Cc1c(NC(=O)c2ccc(Cn3cc(Br)cn3)o2)sc2c1CCCCC2 | -20 | · | 30 | -4 | 7 |
| 26 | CCOC(=O)Cn1c(=O)oc2cc(S(=O)(=O)N(CCN(C)C)Cc3ccccc3)ccc21 | 0 | · | -3 | 5 | 0 |

| entry | MazEF act | 3CLpro inhibitor | DUSP3 inh | Vc quorum ag | SSB-PriA inh |
| --- | --- | --- | --- | --- | --- |
| 22 | 3 | -3 | -2 | -0.2 | -12 |
| 28 | 5 | 0 | 15 | -0.1 | 4 |
| 23 | -1 | 3 | 13 | i | -17 |
| 26 | -4 | 5 | 15 | -0.4 | -7 |
